Screening data: PubChem, Broad Institute
esBAF inh = inhibitors of esBAF chromatin remodeling in mouse ES cells; Bmi1-luciferase knock-in reporter, 24 h; 100% = twice the neutral-well signal; reporter increase, % at 12.5 µM; 350,000 compounds, 2% hits; in the data active = activation above about 40%;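 note: 0% = median of the plate's neutral control wells and 100% = double that signal; a rise in the Bmi1 reporter signal indicates esBAF inhibition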
E-selectin induc = induces E-selectin expression in human endothelial cells; HUVEC E-selectin immunofluorescence imaging; normalized: neutral wells 0, TNF-alpha wells 100; P16581; activation, % at 7.58 µM; 260,000 compounds, 0.37% hits;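 active = mean E-selectin-positive cell signal at least 10% of the positive control, reached in at least 60% of replicates, without over 20% cell loss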;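 note: in these data hits start at about 27%; measured in HUVEC primary endothelial cells; signal is the percent of cells scored E-selectin positive by PE staining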
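material = human umbilical vein endothelial cells (HUVEC), E-selectin induction | quantity = 3,000 cells/well | medium = EGM-2 growth medium on 0.1% gelatin-coated wells | technique = immunofluorescence imaging | read-out basis = % PE-positive cells | control set = TNF-alpha positive control, DMSO neutral control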
Xi reactivation = X-chromosome reactivation activator; activation, % at 7.58 µM; XiGFP mouse fibroblasts, % GFP-positive cells imaging, 3 d; cells co-treated with 5-aza-dC sensitizer; scaled so ellipticine positive control = 100%; 360,000 compounds, 0.055% hits;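 active = mean normalized replicate activation at least 10% and every replicate at or above 10%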;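 note: 0% = median of on-plate neutral control wells and 100% = ellipticine 6 µM median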
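Material: SV40-immortalized XiGFP fibroblast cells, line 68-5-11 | Buffer or medium: DMEM containing 5-aza-dC | Dosing: One concentration, pinned | Times: 3 d treatment, 15 min room-temperature fixation | Controls: Ellipticine 6 µM positive control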
EWS-Fli block = inhibitors of EWS/Fli oncoprotein transcriptional activity; A673 NR0B1-luciferase reporter, viability-normalised; 350,000 compounds, 0.67% hits; inhibition, % at 12.6 µM;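 active = mean inhibition of at least 50% after viability correction, with every replicate also passing that limit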;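 note: firefly luciferase signal divided by Alamar Blue viability fluorescence both relative to DMSO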
S100A4 MyoIIA = S100A4-myosin IIA interaction inhibition; P26447; 360,000 compounds, 0.14% hits; S100A4/TAMRA-MyoIIA peptide fluorescence polarization; AID 652163; inhibition, % at 10.7 µM;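 active = mean inhibition of at least 70% across replicates, with every replicate also reaching that level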
Target sequence (P26447 whole entry, looked up): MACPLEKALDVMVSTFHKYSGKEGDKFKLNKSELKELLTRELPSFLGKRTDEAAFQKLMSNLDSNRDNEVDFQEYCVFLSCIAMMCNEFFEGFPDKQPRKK
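Material: S100A4 monomer protein / Buffer or medium: 50 mM HEPES pH 7.2, 10 mM CaCl2, 100 mM KCl / Times: 5 min incubation before reading / Benchmarks: neutral control DMSO, positive control TFP / Reagent: labelled myosin peptide probe, 5 nM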
FN deposition inh = fibronectin deposition inhibition; 350,000 compounds, 0.086% hits; inhibition, % at 12.6 µM; AH1F fibroblasts, Alexa488-fibronectin deposition fluorescence, overnight;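 active = mean inhibition across replicates of 30% or more, regardless of how many single replicates reach that level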;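 note: positive control wells lacked labelled fibronectin entirely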
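Material: AH1F fibroblasts assembling fluorescent fibronectin matrix; amount: 10000 AH1F cells/well; medium: DMEM, 2% serum; reagent: Alexa488-fibronectin, 24 nM final in well; dosing: single compound dose, delivered by pin transfer; incubation: 1 h adhesion, overnight exposure; detection: fluorescence after three HBSS washes, excitation 485 nm, emission 525 nm; measure: fibronectin deposition inhibition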
RAD52 anneal inh = RAD52 (human) annealing inhibition; AID 651710; recombinant RAD52 DNA annealing, FRET fluorescence; 360,000 compounds, 0.46% hits; inhibition, % at 18.7 µM; P43351;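 active = every replicate showing at least 50% inhibition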
RAD54 inh = RAD54 (human) branch migration inhibition; RAD54 Holliday junction branch migration, FAM/BHQ fluorescence; inhibition, % at 10.4 µM; 360,000 compounds, 0.14% hits;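 active = mean normalized replicate activity at least 40 and at least half of replicates scoring 40 or more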;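 note: 0% = median of neutral control wells and 100% = median of positive control wells; inhibitors cause a drop in the FAM fluorescence signal; in these data hits start at about 50%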
Target sequence (Q92698 whole entry, looked up): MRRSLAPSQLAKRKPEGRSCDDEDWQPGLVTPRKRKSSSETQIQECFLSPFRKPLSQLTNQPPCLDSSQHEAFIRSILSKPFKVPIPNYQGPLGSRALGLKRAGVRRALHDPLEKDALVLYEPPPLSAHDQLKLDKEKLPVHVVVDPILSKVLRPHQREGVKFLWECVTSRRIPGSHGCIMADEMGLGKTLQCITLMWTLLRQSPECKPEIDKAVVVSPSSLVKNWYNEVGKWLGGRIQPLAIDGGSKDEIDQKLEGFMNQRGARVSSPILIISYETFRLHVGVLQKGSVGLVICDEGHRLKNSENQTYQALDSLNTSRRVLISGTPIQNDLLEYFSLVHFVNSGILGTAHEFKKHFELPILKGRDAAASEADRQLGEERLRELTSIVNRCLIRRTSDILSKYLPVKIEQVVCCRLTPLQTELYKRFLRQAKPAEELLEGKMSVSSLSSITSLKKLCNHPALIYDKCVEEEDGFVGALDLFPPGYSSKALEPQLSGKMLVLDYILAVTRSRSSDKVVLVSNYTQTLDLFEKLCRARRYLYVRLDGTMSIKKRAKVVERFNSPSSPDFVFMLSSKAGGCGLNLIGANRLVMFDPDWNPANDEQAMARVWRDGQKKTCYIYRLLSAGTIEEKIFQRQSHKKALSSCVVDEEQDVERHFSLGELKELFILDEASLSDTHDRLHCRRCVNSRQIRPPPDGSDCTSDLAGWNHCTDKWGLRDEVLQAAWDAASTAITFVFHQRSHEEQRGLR
* marks the source's active call; other numbers are inactive results; x = not tested or not shown; & = joins results of further samples. Outcome played no part in choosing rows; 3% or so of the library scored in one or more.

SMILES | esBAF inh | E-selectin induc | Xi reactivation | EWS-Fli block | S100A4 MyoIIA | FN deposition inh | RAD52 anneal inh | RAD54 inh
O=C(COC(=O)c1cncc(Br)c1)Nc1ccc2c(c1)OCO2 | x | x | 0.3 | 4 | -36 | -15 | 7 | x
CNC(=O)C[C@@H]1CC[C@@H]2[C@@H](COc3ccc(NC(=O)c4cccc(F)c4)cc3C(=O)N2C)O1 | -1&-1 | 0.0 | -0.1 | -6&-11 | 2&0 | 5 | -4&-4 | -2&-3
C=CC[C@@H](CC(=O)NCCO)C(=O)N[C@@H](COC(=O)[C@@H](CC=C)CC(=O)OC(C)(C)C)Cc1ccccc1 | -3 | -0.1 | -0.1 | 2 | -3 | 8 | 4 | -1
C[C@@H]1CN([C@H](C)CO)C(=O)c2cc(NC(=O)c3ccccc3)ccc2O[C@@H](C)CCCCO[C@H]1CN(C)Cc1ccc2c(c1)OCO2 | -4 | 3.3 | -0.2 | 12 | -8 | x | 17 | 14
O=C(NC1CCCCC1)C(c1ccccn1)N(C(=O)c1csnn1)C1CCCCC1 (configuration not stated) | x | 4.3 | 0.0 | 2 | 19 | 4 | -4 | x
O=C(/C=C(\Nc1ccc(Cl)c(C(F)(F)F)c1)c1ccccc1)c1ccccc1 | x | 0.0 | 0.0 | -47 | 2 | 2 | -12 | x
C[C@@H]1CCCCO[C@@H](CN(C)Cc2ccncc2)[C@@H](C)CN([C@H](C)CO)C(=O)c2cc(NC(=O)Nc3cccc4ccccc34)ccc2O1 | -4 | 0.1 | -0.1 | -2 | 2 | x | -7 | 2
O=C(Cc1ccccn1)N1CC(=O)N2[C@H](CO)[C@@H](c3ccc(C#CCC4CCCC4)cc3)[C@@H]2C1 | x | 0.2 | 0.1 | 7 | -6 | 1 | -23 | x
O=C(C[C@@H]1C=C[C@H](NS(=O)(=O)c2ccc(F)cc2)[C@@H](CO)O1)NC1CCCCC1 | 6 | 0.3 | 0.7 | 0 | 0 | x | -6 | 4
CN1C(=O)CCS(=O)(=O)C1c1ccc(Cl)c(Cl)c1 (configuration not stated) | x | -0.1 | 0.1 | 4 | 0 | -7 | -1 | 2
COc1ccc(/C=N/N2CCN(c3ccccc3OC)CC2)cc1Br | 38 | x | 0.0 | -62 | -1 | -3 | -2 | -1
Fc1ccc(C2=NNC(=NCc3ccccc3)SC2)cc1F | 13 | -3.5 | 0.0 | -56 | 0 | -14 | -14 | 0
CCOc1cc(S(=O)(=O)NCc2cccnc2)c(C)cc1C | x | x | 0.0 | 3 | -4 | 5 | 4 | x
CCOC(=O)NC(=O)/C(C=Nc1ccc(Cl)c(Cl)c1Cl)=C(\C)O | x | 0.3 | 0.0 | -8 | 1 | 9 | -6 | x
CCOc1ccc(OCC)c(NC(=O)C2CCCN(S(=O)(=O)c3ccc(C)cc3)C2)c1 (configuration not stated) | -5 | x | 0.2 | 8 | -2 | -2 | -2 | -7
COc1ccc(CNC(=O)COC(=O)C(CCSC)NC(=O)c2ccco2)cc1OC (configuration not stated) | -5 | x | 0.0 | -9 | -4 | -11 | -3 | 0
O=C(CNC(=O)C(c1ccccc1)c1ccccc1)N/N=C/c1ccc(O)c([N+](=O)[O-])c1 | -6 | x | 0.0 | 5 | -3 | 3 | -11 | 1
C[C@@H]1CCCCO[C@@H](CN(C)C(=O)Nc2cccc3ccccc23)[C@H](C)CN([C@H](C)CO)C(=O)c2cc(NC(=O)Nc3ccc(F)cc3)ccc2O1 | 7 | 0.0 | 0.2 | 7 | -4 | -15 | -10 | -3
C[C@H](CO)N1C[C@H](C)[C@H](CN(C)C(=O)CC2CC2)Oc2ncc(C#CC3(O)CCCC3)cc2C1=O | 4 | -0.3 | -0.3 | 3 | 4 | -5 | 8 | 1
COc1ccc(C2=CC(=O)C[C@H](c3ccc(F)cc3)C2)c(OC)c1 | 7 | 0.0 | -0.2 | -36 | -6 | -8 | -18 | -18
Cc1noc(C)c1S(=O)(=O)Nc1ccc2c(c1)C(=O)N([C@@H](C)CO)C[C@H](C)[C@H](CN(C)S(=O)(=O)c1ccccc1)OCCCC[C@@H](C)O2 | -1 | -0.1 | 0.1 | -12 | -13 | -1 | -54 | 5
Cc1nc(C(=O)N2CCCC(N3CCN(c4ccc(F)cc4)CC3)C2)cs1 (configuration not stated) | -2 | x | 0.2 | -5 | -1 | 0 | 7 | 0
O=C(NCc1ccccc1Cl)NCc1ccccc1Cl | 18 | -5.2 | 0.0 | -26 | -9 | 10 | -6 | x
COc1ccc(N2C(=O)N3[C@H](c4ccc(Cl)cc4)[C@@H]4C(=O)N(C5CCCCC5)C(=O)[C@@H]4[C@]3(Cc3ccc(Cl)cc3)C2=O)cc1 | 3 | -0.2 | -0.2 | -16 | -1 | -2 | -1 | -13
CC(=O)c1ccc(-c2ccc(C(=O)N(C)Cc3nc4ccccc4c(=O)[nH]3)o2)cc1 | -16 | x | -0.1 | -9 | 2 | -5 | -23 | -9
CN(C)CC(=O)Nc1ccc2c(c1)[C@@H]1C[C@@H](CC(=O)N3CCc4ccccc4C3)O[C@@H](CO)[C@@H]1O2 | 3 | 1.1 | 0.0 | -7 | 4 | -11 | 7 | -7
COc1cccc(Oc2cc(Cl)nc(N)n2)c1 | 9 | x | 0.0 | -2 | -1 | 8 | -22 | -6
COC(CNC(=O)CC1C(=O)N(Cc2ccccc2)C(C)c2nc3ccccc3n21)OC (configuration not stated) | 3 | -0.2 | 0.0 | 2 | -3 | -5 | -18 | 0
Clc1cccc(Nc2nc(-c3cccnc3)cs2)c1 | 78* | x | -0.5 | -114 | -15 | 10 | 4 | -12
C[C@H]1CN([C@@H](C)CO)C(=O)Cc2cc(NC(=O)Nc3cccc4ccccc34)ccc2O[C@@H]1CN(C)C(=O)NC1CCCCC1 | 1 | -0.3 | 0.0 | -1 | 6 | x | -2 | 9
Cc1ccc(N(C(=O)c2ccn[nH]2)C(C(=O)NC2CCCC2)c2cccs2)cc1 (configuration not stated) | x | 3.1 | 0.0 | 2 | -2 | -6 | -7 | x
COc1ccc(Cl)cc1NC(=O)NCC1CCN(Cc2cc(C)ccc2C)CC1 | 11 | -0.1 | 0.0 | 31 | -5 | 1 | -31 | 2
O=C(OCc1nnc(-c2ccc(Cl)cc2)o1)c1ccc(O)cc1 | 30 | x | 0.3 | -10 | 0 | -5 | -31 | x
CN(C(=O)COC(=O)C1CCN(S(=O)(=O)c2c(Cl)cccc2Cl)CC1)c1ccccc1 | 5 | 5.7 | 0.3 | 1 | -2 | -2 | 2 | -11
Cc1ccccc1C(=O)N1CCC(C(=O)N2CCN(c3ncccn3)CC2)CC1 | -7 | -0.5 | -0.1 | 3 | -6 | 4 | 3 | 11
N#Cc1c(N)n(-c2ccccc2N)c2nc3ccccc3nc12 | x | 0.3 | 0.0 | 6 | -1 | -3 | -12 | x
CO[C@@H]1CN(C)C(=O)c2ccc(NC(=O)CC(F)(F)F)cc2OC[C@H](C)N(C(=O)c2ccccc2F)C[C@H]1C | x | -0.1 | 0.2 | x | -36 | x | -84 | x
Nc1ccccc1C#Cc1cnccn1 | 26 | 0.5 | 0.1 | 3 | 0 | -1 | -4 | -3
CCN(CC(=O)Nc1c(F)cccc1F)C(=O)C1=COCCO1 | -2 | x | 0.3 | -3 | 2 | 8 | -10 | 0
O=C(c1cnccn1)N1CC(=O)N2[C@@H](CO)[C@H](c3ccc(-c4ccccc4)cc3)[C@@H]2C1 | x | 0.0 | 0.2 | -1 | 9 | x | -2 | x
CCN(CC(=O)Nc1c(F)cccc1F)C(=O)c1ccc(OC)c(S(=O)(=O)NC2CCCC2)c1 | 2 | -0.2 | -0.1 | 2 | -2 | 2 | 15 | 4
Cc1ccc(-c2ccc3c(c2)O[C@@H](CN(C)Cc2ccncc2)[C@H](C)CN([C@H](C)CO)S3(=O)=O)cc1 | -10 | -0.5 | 0.2 | 74* | -3 | 20 | 14 | 2
C=CCOC(=O)C1=C(C)NC(=S)NC1c1cccs1 (configuration not stated) | x | x | 0.1 | -4 | -5 | -16 | -13 | x
OC[C@@H]1[C@@H](c2ccccc2)C2(CN(Cc3ccc4c(c3)OCO4)C2)N1Cc1ccccc1 | x | -0.2 | 0.0 | 1 | -16 | -15 | 24 | x
CCC(=O)N1CC[C@@H]2[C@H](CO)Nc3ccc(C#Cc4cccnc4)cc3[C@@H]21 | -7 | 0.2 | 0.1 | -4 | 9 | 13 | 3 | 8
CCOC(=O)c1c(NC(=O)COC(=O)c2cc(OC)c(OC)cc2[N+](=O)[O-])sc(C)c1CC | x | 0.1 | 0.3 | 4 | -3 | 28 | -8 | -3
COc1ccc(-n2cc(CNCCc3ncc(C)[nH]3)c(-c3ccccc3Cl)n2)cc1 | x | x | 0.0 | -9 | -2 | x | -5 | 3
COc1ccc(OC)c(/C=N/NC(=O)c2cc[n+](CC(=O)c3ccccc3)cc2)c1 | -9 | x | x | 15 | 3 | x | 57* | 9
Cc1ccc(N/C(N)=N/c2nc(CSc3nnc(N)s3)cc(=O)[nH]2)cc1 | -5 | 4.7 | -0.1 | -7 | -6 | 11 | -17 | 3
O=C(Cc1ccccn1)NCC[C@H]1CC[C@@H](NS(=O)(=O)c2ccc(F)cc2)[C@H](CO)O1 | -2 | 1.6 | 0.8 | 2 | 2 | x | -16 | 10
CCCn1c(SCC(=O)NC2CCCCC2)nnc1-c1cccnc1 | -4 | -0.1 | 0.2 | -1 | 8 | -1 | -7 | 0
C[C@H](CO)N1C[C@H](C)[C@H](CN(C)C(=O)Nc2ccc3c(c2)OCO3)Oc2ccc(N(C)C)cc2CC1=O | 2 | x | -1.1 | -9 | 1 | -1 | 0 | 5
CCOC(=O)C1=C(COC(=O)c2cc(S(=O)(=O)N3CCOCC3)ccc2F)NC(=O)NC1C (configuration not stated) | -7 | 0.0 | -0.9 | 9 | 1 | 3 | -10 | -2
CCOC(=O)c1ccc(N=NN(C)C)cc1 | x | x | 0.0 | -59 | -11 | -5 | -5 | x
